USP2a inh = blocks human ubiquitin-specific protease USP2a; O75604; USP2 core, Ub-CHOP2 coupled fluorogenic reporter, 485/531; Potency, µM (titrated, usually from 38.3 µM), inactives show top-dose activity change, negative = inhibition, actives largely listed as inhibitors; actives 0.01% (n = 330,000); AID 463254;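 also: potency is read from the fitted curve at half-maximal effect; plate controls were DMSO wells for no effect and full inhibition by NEM control for full effect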
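Deubiquitinase activity read as fluorescence (485/531 nm) after Ub-CHOP2 cleavage activates the enterokinase reporter on its substrate; USP2 core 10nM, Ub-CHOP2 and substrate 25nM each, 30min compound preincubation then 60min RT; data normalized to NEM, curves fitted.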
TCR activator = activates T cell receptor signaling. primary human leukocytes, anti-CD3, IL-2 HTRF, 48 h. AID 504894. Potency, µM (highest dose often 9.22 µM), without a hit: top-dose activation of IL-2 secretion, most hits filed as activators. 330,000 tested, under 10 active; also: % of control where 0% means no effect
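Readout: HTRF IL-2, Eu-cryptate/d2 antibody pair, 320nm excitation, 665nm emission. Stimulus: a-CD3 beads, no co-stimulation. Cells: primary human leukocytes. Exposure: 48 hr with compound.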
AT treatment = potential ataxia-telangiectasia treatment; […] A-T fibroblasts, KAP-1 phosphorylation AlphaLISA; neocarzinostatin DNA damage 30 min before lysis; Potency, µM (titrated, usually from 57.5 µM), for inactives: top-dose activation, actives largely listed as activators; actives 0.19% (n = 320,000); AID 485349; also: potency is read from the fitted curve at half-maximal effect; % of control where 0% means no effect; nearly all actives have a fitted effect of over 45% in size
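hTERT-immortalized A-T patient fibroblasts ([…]), 500 cells/well in OPTI-MEM, 1% FBS, got compounds for 60 min, then NCS for 30 min at 37C. Lysates were then assayed for phospho-KAP-1 by AlphaLISA (anti-pKAP1 donor, anti-KAP1 acceptor beads), 6 hr at 25C.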
ELG1 repair inh = blocks ELG1-dependent DNA repair in HEK293T cells; Potency, µM (highest dose often 46.1 µM), inactives show at the highest dose activity change, negative = inhibition, hits mostly inhibitors; actives 2.3% (n = 330,000); HEK293T ELG1-luciferase reporter, luminescence, 16 h; DNA damage induced by 5-fluorouridine; also: potency is read from the fitted curve at half-maximal effect; % is scaled to controls: 0 for no effect and ±100 for the full control effect; nearly all actives have a fitted effect of over 55% in size
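Step one: seed 2,000 cells per well. Step two: pin-transfer compound or DMSO alongside 5-fluorouridine. Step three: incubate 16 hr, 37 °C, 5% CO2. Step four: add ONE-Glo, wait 30 min, read luminescence.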
TRPV1 agonist = human TRPV1 agonism; TRPV1-expressing cells, Fluo-8 calcium influx, agonist mode; activation, % at 8.33 µM; AID 540275; actives 0.19% (n = 320,000); in the data active = activation above about 80%; inconclusive = between about 30% and that limit; also: 0% is about no effect
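Cells expressing TRPV1 were dye-loaded with Fluo-8 and read kinetically: 10 s baseline, 3 min after compound (agonist portion), then 2 min after EC20 capsaicin (allosteric enhancer portion). Calcium-bound dye fluorescence at 480/520 nm.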
KCNH2 3.1 inh = blocks the human KCNH2 3.1 channel isoform; U2OS KCNH2 3.1, thallium flux FluxOr; active compounds read low; activity change, % (tested at about 1.8 µM); actives 0.95% (n = 340,000);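 active = maximum activity change below -70%; inconclusive = maximum activity change from -70% to -50%; inactive = maximum activity change above -50%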;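 also: thallium influx rate constant from kinetic fluorescence after stimulation buffer; % is scaled to controls: 0 for no effect and ±100 for the full control effect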
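Channel expression came from 3.1 mutant virus (1.77 x 10^8 /mL) applied to suspended U2OS cells for 4 h. Flux was tracked with FluxOr dye plus Red40 quencher, and kinetic rate constants normalized to controls.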
Eya2 phos inh = blocks the phosphatase activity of human Eya2 | actives 0.006% (n = 330,000) | AID 488837 | Potency, µM (series often up to 76.9 µM), for inactives: top-dose activity, negative = inhibition, actives largely listed as inhibitors | recombinant Eya2, OMFP fluorescence dephosphorylation (OMFP is methylfluorescein phosphate) | O00167; also: potency is read from the fitted curve at half-maximal effect; % is scaled to controls: 0 for no effect and ±100 for the full control effect
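Eya2 protein (added as 0.2 uM solution) was preincubated with compound for 10 min at ambient temperature in 50 mM HEPES pH 7.5, 50 mM NaCl, 5 uM MgCl2, 0.05% BSA, 1 mM DTT. OMFP (added at 50 uM) then reacted 10 min; fluorescence read at 485/525 nm.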
TSHR antag = antagonists of human thyroid stimulating hormone receptor; actives 0.2% (n = 330,000); TSHR-expressing cells, TSH-stimulated cAMP HTRF, 2 h; active compounds read low; activity change, negative = inhibition, % at 11.5 µM; AID 504810;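 active = activity change below a set negative limit, meaning inhibition stronger than a set level, cut at about -70% in these data; inconclusive = activity change between two set negative limits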; also: % is scaled to controls: 0 for no effect and ±100 for the full control effect
Target sequence (P16473 whole entry, looked up): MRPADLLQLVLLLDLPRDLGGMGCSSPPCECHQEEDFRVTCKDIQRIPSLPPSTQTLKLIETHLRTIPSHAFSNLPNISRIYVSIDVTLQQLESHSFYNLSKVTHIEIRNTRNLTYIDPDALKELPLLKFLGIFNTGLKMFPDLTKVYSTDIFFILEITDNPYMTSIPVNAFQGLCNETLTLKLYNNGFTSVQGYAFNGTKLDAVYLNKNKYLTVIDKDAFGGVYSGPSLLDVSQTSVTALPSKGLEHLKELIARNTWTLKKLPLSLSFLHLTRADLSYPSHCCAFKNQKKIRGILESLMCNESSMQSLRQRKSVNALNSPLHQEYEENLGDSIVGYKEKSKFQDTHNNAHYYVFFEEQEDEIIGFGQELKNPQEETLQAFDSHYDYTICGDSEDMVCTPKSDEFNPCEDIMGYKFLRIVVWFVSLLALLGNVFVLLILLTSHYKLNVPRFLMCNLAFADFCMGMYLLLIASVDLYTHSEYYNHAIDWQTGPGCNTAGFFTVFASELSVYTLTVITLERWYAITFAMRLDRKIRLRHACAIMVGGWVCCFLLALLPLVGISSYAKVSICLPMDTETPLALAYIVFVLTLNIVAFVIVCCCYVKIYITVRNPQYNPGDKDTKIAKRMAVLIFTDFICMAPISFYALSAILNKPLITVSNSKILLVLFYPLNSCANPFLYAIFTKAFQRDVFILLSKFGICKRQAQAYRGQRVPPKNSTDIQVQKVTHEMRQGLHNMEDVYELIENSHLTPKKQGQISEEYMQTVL
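Antagonism was scored as loss of TSH-driven cAMP in TSHR cells, stimulated with 4nM TSH (EC80) for 2 hours at 37 deg C and detected by homogeneous HTRF competition immunoassay.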
Mito fusion act = inhibitors of mitochondrial division or activators of mitochondrial fusion; S. cerevisiae fusion-defective mutant growth rescue, CellTiterGlo 48 h; Potency, µM (series often up to 46.1 µM), for inactives: top-dose growth rescue (activation), most hits filed as activators; actives 0.23% (n = 320,000);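 also: potency is read from the fitted curve at half-maximal effect; % of control where 0% means no effect; nearly all actives have a fitted effect of over 45% in size; temperature-sensitive fusion mutants such as fzo1-1 at 37 °C on non-fermentable ethanol glycerol medium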
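Compounds are tested for their ability to restore growth of mitochondrial fusion-defective yeast strains at non-permissive 37C in YPEG medium over 48 hours. Viability is quantified by luciferase luminescence.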
hERG WT inh = KCNH2 (human, wildtype) channel inhibition; U2OS, BacMam KCNH2, thallium flux FluxOr; active compounds read low; activity change, % at 1.84 µM; actives 0.37% (n = 340,000); AID 720551;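 active = maximum activity change below -70%; inconclusive = maximum activity change between -70% and -50%; inactive = maximum activity change above -50%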; also: % is scaled to controls: 0 for no effect and ±100 for the full control effect
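U2OS cells were transduced with wild-type KCNH2 virus (2.03 x 10^8 / mL) for 4 h at room temperature, then cultured overnight at 37 C. Thallium flux was read with FluxOr dye. Rate constants were normalized to DMSO controls.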
An asterisk follows results filed as active; ? = inconclusive; nt = no result given; [ ] = remark or other dose. Unless noted, calls follow the shape of the dose curve; as a rule, active = well fitted curve in the direction sought with a large enough effect; inconclusive = small, poorly fitted or top-dose-only effect, or another doubt; inactive = no such curve, though single readings can be large; an effect the other way counts as inactive or inconclusive. A portion of the library (hit frequency here may not be typical).

SMILES | USP2a inh | TCR activator | AT treatment | ELG1 repair inh | TRPV1 agonist | KCNH2 3.1 inh | Eya2 phos inh | TSHR antag | Mito fusion act | hERG WT inh
CCOc1ccc(/C=N/n2cnnc2)cc1 | 2% | 6% | 1% | ? | 1 | 2 | 1% | 1 | -3% | -9
O=C1CCCC2=C1C(c1ccc(Cl)cc1)n1c(s/c(=C\c3ccc4ccncc4c3)c1=O)=N2 (stereo not drawn) | 1% | -10%[46.1 µM] | -5% | 10% | 1 | -16 | -5% | -3 | 12% | -4
Cc1cc(=O)oc2cc(OC(C)C(=O)NC3CCCC3)ccc12 (stereo not drawn) | 1% | -4% | -6% | 23% | 0 | 5 | -5% | -9 | -2% | 0
CC1(C)NC(=O)N(CCC(=O)Nc2cc(C(F)(F)F)ccc2Cl)C1=O | 5% | -2% | 7% | ? | nt | 1 | -13% | nt | nt | -11
Cc1ccc(NC(=O)CC2SC3=NCCN3C2=O)cc1 (stereo not drawn) | -1% | 2%[46.1 µM] | nt | 19% | 3 | -7 | 3% | 7 | 3% | -7
COc1cc(/C=C(\C(=O)O)c2ccc(S(=O)(=O)N3CCCC3)s2)cc(OC)c1 | 0% | -4% | -2% | ? | -2 | 0 | -18% | -18 | -2% | -1
CS(=O)(=O)c1ccc(C(=O)NC2CCOC2=O)cc1 (stereo not drawn) | -2% | 1% | 1% | 3% | -1 | 0 | 9% | -5 | -5% | -16
COc1ccc(OC(=O)NCCc2ccccc2)cc1 | -2% | -7% | 2% | ? | 2 | 12 | 6% | -6 | 1% | -2
Cc1ccccc1OCc1nc(-c2ccc(-n3cccc3)cc2)no1 | 1% | -6% | 12% | -1% | nt | -10 | 3% | -18 | -1% | -5
CC(C)(C)c1ccc(/C=C2\Oc3cc(O)ccc3C2=O)cc1 | 4% | -2% | 1% | ? | ? | -20 | -5% | -14 | -17% | 2
CC(C)OC(=O)CN1CCN(C2c3ccccc3-c3ccccc32)CC1 | -13% | -1% | 6% | -13% | 13 | -1 | -3% | -15 | 3% | 0
O=C(CN1C(=O)NC2(CCCCCCC2)C1=O)N1CCc2ccccc2C1 | 3% | 1% | 1% | -4% | -2 | 9 | -14% | 1 | 1% | -23
FC(F)(F)c1nc2cc3nc4ccccc4[nH]c3cc2n1 | 0% | 3% | -6% | ? | -3 | -18 | 6% | -26 | 11% | -28
CC(/C=C/c1ccco1)=N\NC(=O)COc1ccc(C)c(C)c1 | 1% | 7% | 1%[11.5 µM] | ? | 5 | 16 | -1% | -18 | 16% | -16
CN(C)c1ccc(NC(=O)CSc2n[nH]c(-c3ccco3)n2)cc1 | 8% | -4% | -7% | ? | -1 | 3 | -1% | -13 | -3% | -11
O=C(OCc1cnc(Cl)s1)c1cccc(Cl)c1 | 3% | -3% | -3% | 0% | ? | -22 | -2% | 15 | 0% | 1
O=C(O)c1ccc(Cl)c(S(=O)(=O)NCc2cccnc2)c1 | -1% | -1% | -5% | 8% | 0 | 18 | 8% | 6 | 4% | 0
CCOC(=O)N1CCC(N2Cc3cccc(C(=O)NC(C)c4ccc5c(c4)OCCO5)c3C2=O)CC1 (stereo not drawn) | -1% | 0% | 12% | ? | 4 | 0 | -18% | 6 | 1% | 16
COc1ccc(C=O)c(OC)c1 | 2% | -6% | -2% | 8% | 1 | 14 | 11% | 4 | 0% | 1
COc1ccccc1CCNC(=O)CSc1nc(=O)[nH]c2c1CCC2 | 2% | 1% | 0% | -5% | -3 | -8 | 11% | 2 | -5% | -1
O=C(C1CC1)N1CCC(c2nc(-c3ccc(S(=O)(=O)N4CCCC4)cc3)no2)CC1 | 1% | 2% | nt | ? | -3 | 15 | 22% | -17 | -1% | -9
COc1ccc2nc(N3CCCCC3)c(/C=C3\SC(=S)NC3=O)cc2c1 | 0% | 4% | -16% | -16% | 4 | 1 | 9% | -42 | -12% | 4
COC(=O)C1=C(C(=O)OC)[C@@H]2Nc3ccccc3[C@@]23C[C@@H](C(=O)OC)N=C3N1 | 8% | 3% | -6% | 8% | 1 | nt | -2% | 1 | 5% | nt
CCCn1nc2cc(C(=O)NCc3ccc(C)cc3)ccc2c1OCC | 2% | -1% | 4% | 8% | 21 | 10 | 3% | 16 | -4% | 6
Cc1oc2cc(O)ccc2c(=O)c1Oc1ccccc1Br | 8% | -3% | 7% | -1% | -3 | 2 | 11% | -8 | 7% | 3
O=C(CC(=O)c1ccccc1)Nc1ccc(Cl)cc1 | 0% | -1% | 4% | ? | 18 | -31 | 5% | -6 | -24% | -6
CN1CCN(CC#CC2(O)CCCCC2)CC1 | -3% | -2% | -5% | ? | 2 | 1 | -4% | 12 | 4% | -12
O=C(Cn1cnc([N+](=O)[O-])n1)N/N=C/c1ccc(O)cc1O | -1% | 4% | 8% | ? | 0 | 6 | -3% | 25 | 1% | -6
Cc1nc2ccccc2c2c1C(=O)N(c1cccc(C(=O)O)c1)C2=O | 5% | 2% | 2% | -1% | 1 | -4 | 6% | -3 | 0% | 3
Cc1cccc(-n2ccnc2CN2CCC(CO)(Cc3ccccc3)CC2)c1 | -1% | -38% | 0% | -11% | 25 | 5 | -6% | -9 | -5% | -5

Part of the list above, limited to Mito fusion act and TRPV1 agonist.
| SMILES | Mito fusion act | TRPV1 agonist |
| --- | --- | --- |
| COc1ccc(C=O)c(OC)c1 | 0% | 1 |
| COc1ccccc1CCNC(=O)CSc1nc(=O)[nH]c2c1CCC2 | -5% | -3 |

Next section
SMILES | USP2a inh | TCR activator | AT treatment | ELG1 repair inh | TRPV1 agonist | KCNH2 3.1 inh | Eya2 phos inh | TSHR antag | Mito fusion act | hERG WT inh
Cc1cccc(N2CCN(c3nnc(C(F)(F)F)s3)CC2)c1 | 0% | 0% | 6% | 11% | ? | -37 | ? | 5 | 4% | 3
Cc1cc(C(=O)N2CCN(c3ccccc3Cl)CC2)c(C)o1 | 1% | 3% | 17% | 29% | nt | 5 | 0% | -19 | nt | -2
Cc1ccc(/C=N/n2c(C)nnc2C)s1 | 0% | -8% | 1% | 17% | -2 | 0 | 11% | -7 | -2% | 1
Cc1ccc(S(=O)(=O)Nc2ccc3c(c2)nc(CCN2CCCC2)n3C)cc1 | 3% | -1% | 3% | -3% | -4 | -34 | -3% | 3 | -2% | 8
Cc1cc(C)n(-c2ccc(NC(=O)C3CCCCN3C(=O)c3ccc(C)s3)cc2)n1 (stereo not drawn) | 2% | -7% | -1% | -11% | -2 | -1 | 7% | 2 | 2% | -45
COc1cc(C2C(C(=O)c3cccs3)=C(O)C(=O)N2c2cc(C)on2)ccc1O (stereo not drawn) | -1% | 1% | -2% | -2% | -4 | 1 | 19% | 9 | 3% | -14
CC(C)(C)OC(=O)NCCc1nnc(SCc2ccccc2Cl)o1 | 0% | -16% | 6% | ? | 16 | 5 | -1% | -8 | 30% | -2
CCOc1ccc(N2C(=O)C3C4C=CC([C@H]5CC45)[C@@H]3C2=O)cc1 (stereo partly drawn) | 5% | -5% | 9% | -8% | -3 | 19 | 5% | 2 | -13% | -3
CCOc1ccc(S(=O)(=O)N2CCOCC2)cc1NC(=O)CSCc1ccc(C)cc1 | 0% | nt | -8% | -28% | ? | -19 | -3% | -14 | 6% | -25
Cc1cccc(OCc2nnc(SCC(=O)Nc3ccc(N4CCOCC4)cc3)o2)c1 | 0% | -1% | -1% | -7% | 6 | 5 | -5% | 6 | -1% | -5
COc1ccc(-n2c(-c3cc(-c4ccccc4)sc3N)n[nH]c2=S)cc1 | 1% | 0% | 49% | 10% | -7 | -5 | -2% | -6 | -2% | -1
CCn1cc(C(=O)OCC(=O)NCc2ccc3c(c2)OCO3)c(=O)c2ccc(C)nc21 | -1% | nt | 4% | -27% | -1 | -5 | -2% | 5 | 14% | 1
O=C1NC(=Nc2ccccc2)/C(=C/c2ccco2)S1 | 4% | 1%[46.1 µM] | -4% | -18% | ? | -17 | 6% | -21 | 1% | -14
CCNC(=S)NNC(=O)c1ccc2ncccc2c1 | 0% | -3% | -2% | 12% | -1 | 16 | 2% | 1 | 0% | -6
Nc1cccn2c(-c3ccc(Cl)cc3)cnc12 | 12% | 0% | -2% | ? | 3 | -12 | 4% | 6 | 13% | 4
Cc1ccc(CS(=O)(=O)c2ncn[nH]2)cc1 | 3% | 1% | -4% | 9% | 2 | -1 | 10% | 2 | 7% | 1
COc1cccc(C(O)c2cnc(C(C)C)n2C)c1 (stereo not drawn) | -2% | 7% | -7% | 69% | 2 | -6 | 0% | -9 | 1% | -5
CCCCNC(=O)/C(=C/c1ccco1)NC(=O)c1ccco1 | -1% | 3% | -2% | -9% | 0 | 13 | -7% | 5 | -3% | 21
O=C(c1ccc(S(=O)(=O)N2CCC(c3nc4ccccc4s3)CC2)cc1)N1CCOCC1 | -3% | -4% | 15% | -23% | 2 | -3 | -6% | 0 | 0% | -31
COc1ccc(NC(=O)CN2CCN(c3ccc(F)cc3)CC2)cc1 | 2% | -10% | 9% | -9% | 3 | -7 | -12% | 5 | -8% | 13

Assay outcomes as filed in PubChem BioAssay.
